Bioassay records deposited in PubChem BioAssay by several laboratories.
C8 TRAIL sens: viability loss with TRAIL in NB7+C8 cells, primary screen, TRAIL sensitizer project, cell-based, ATPlite luminescence. inhibition (viability loss, TRAIL sensitization), % at 10 µM. 360,000 tested, 1% active. AID 624354, 2012;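 active means compounds causing at least 50% loss of cell viability in the single-dose screen, relative to plate controls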
SRC3 inh: SRC3 coactivator transcriptional activity inhibitors, primary screen, cell-based, luminescence | Nuclear receptor coactivator 3 (Homo sapiens), Q9Y6Q9 | inhibition, % at 3.6 µM | 360,000 tested, 0.17% active | HEK293 GAL4-SRC3 luciferase reporter;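 active means inhibition above a per-campaign cutoff, the mean of all compounds plus 3 SD, cut at about 60% in these data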;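 further: 0% = DMSO-treated cells and 100% = gossypol-treated cells at 36 µM; higher means less SRC3-driven luciferase light from the GAL4 reporter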
LMP1 NFkB inh: EBV LMP1-driven NF-kappaB luciferase reporter inhibitors, primary screen, cell-based, luminescence, single point. LMP1-induced NF-kappaB luciferase reporter cells. inhibition, % at 12.5 µM. 350,000 tested, 0.69% active; in the data active means inhibition above about 41%; inconclusive means no clear call, values can overlap the other calls;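 further: 0% = neutral control wells and 100% = reference inhibitor control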
TWEAK-Fn14 inh: inhibitors of TWEAK-Fn14 signaling, primary screen, luciferase reporter cells, uHTS; TWEAK-stimulated Fn14 reporter cells, luciferase luminescence, 8 h; inhibition, % at 10 µM; 360,000 tested, 2% active; AID 1159606, 2016; in the data active means inhibition above about 50%
TLR9-MyD88 block: inhibitors of TLR9-MyD88 association in cells, primary screen, cell-based, CHO, BLA complementation, fluorescence | CCF4 FRET ratio | inhibition, % at 4.98 µM | 340,000 tested, 0.21% active | AID 504734, 2011;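 active means inhibition above the mean over all tested compounds plus 3 SD, cut at about 21% in these data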;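 further: 0% = DMSO only wells and 100% = clavulanate BLA inhibitor control wells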
SRC1 inh: SRC1 coactivator transcriptional activity inhibitors, primary screen, cell-based, luminescence; Nuclear receptor coactivator 1 (Homo sapiens), Q15788; HEK293 GAL4-SRC1 luciferase reporter; inhibition, % at 3.6 µM; 360,000 tested, 0.12% active;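 active means inhibition above the campaign mean plus 3 SD, with each screening campaign given its own cutoff, cut at about 60% in these data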;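 further: 0% = DMSO treated cells and 100% = gossypol at 36 µM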
COUP-TFII inh: NR2F2 transcriptional activity inhibitors, primary screen, cell-based, luciferase reporter, HEK293T, luminescence; 370,000 tested, 0.7% active; inhibition, % at 8.6 µM; HEK293T NGFI-A luciferase reporter;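 active means inhibition above a per-plate cutoff, mean inhibition of test wells between control levels plus 3 SD, cut at about 38% in these data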;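 further: cells cotransfected with COUP-TFII expression vector driving the NGFI-A reporter; 0% = median of COUP-TF2 test wells and 100% = reporter-only cells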
Target sequence (P24468 whole entry, looked up): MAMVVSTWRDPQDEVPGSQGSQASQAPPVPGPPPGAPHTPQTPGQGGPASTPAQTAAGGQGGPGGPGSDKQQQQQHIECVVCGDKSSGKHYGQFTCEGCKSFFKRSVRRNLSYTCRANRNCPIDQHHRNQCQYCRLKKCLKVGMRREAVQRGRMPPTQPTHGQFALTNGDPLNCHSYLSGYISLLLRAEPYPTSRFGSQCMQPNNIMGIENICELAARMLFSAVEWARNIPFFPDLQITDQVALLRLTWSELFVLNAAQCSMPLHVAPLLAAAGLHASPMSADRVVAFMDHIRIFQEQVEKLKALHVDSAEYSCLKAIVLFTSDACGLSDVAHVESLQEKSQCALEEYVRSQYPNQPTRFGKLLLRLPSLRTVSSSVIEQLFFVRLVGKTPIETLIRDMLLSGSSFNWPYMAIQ
SRC2 inh: inhibition of GAL4-SRC2 driven luciferase reporter, primary screen, SRC2 inhibitor project, cell-based, luminescence; HEK293 GAL4-SRC2 luciferase reporter; Nuclear receptor coactivator 2 (Homo sapiens), Q15596; inhibition, % at 9 µM; 370,000 tested, 0.17% active;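 active means inhibition above the mean inhibition of all tested compounds plus 3 SD, set per campaign, cut at about 52% in these data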;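 further: 0% = DMSO treated cells and 100% = cells given Gossypol at 36 µM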
NOD2 RIPK2 PPI: NOD2-RIPK2 binding disruptors in cells, primary screen, fluorescence, CHO cells, BLA complementation | CCF4 ratio | inhibition, % at 4.98 µM | 360,000 tested, 0.38% active | AID 624267, 2012; in the data active means inhibition above about 21%;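 further: 0% = vehicle only and 100% = reference blocker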
TROY NFkB inh: inhibitors of TROY-driven NF-kB signaling, primary screen, Q293 LMP1-TROYcd cells, NF-kB luciferase, uHTS. Q293 LMP1-TROYcd NF-kB luciferase reporter, 4 h. 360,000 tested, 0.98% active. inhibition, % at 10 µM;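 active means compounds whose plate-normalised and pattern-corrected inhibition of the luciferase reporter signal at the single screening dose is 50% or more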
NR5A2 inv ag: LRH-1 (NR5A2) inverse agonists, primary screen, cell-based, luminescence, HEK293T, StAR-luciferase reporter | Nuclear receptor subfamily 5 group A member 2 (Homo sapiens), O00482 | LRH-1 transfected, 24 h | inhibition, % at 3.6 µM | 360,000 tested, 0.13% active | AID 602396, 2012;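 active means inhibition above the mean inhibition of all tested compounds plus 3 SD, cut at about 73% in these data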;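 further: 0% = DMSO wells and 100% = reporter-only cells lacking LRH-1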
Target sequence (O00482 whole entry, looked up): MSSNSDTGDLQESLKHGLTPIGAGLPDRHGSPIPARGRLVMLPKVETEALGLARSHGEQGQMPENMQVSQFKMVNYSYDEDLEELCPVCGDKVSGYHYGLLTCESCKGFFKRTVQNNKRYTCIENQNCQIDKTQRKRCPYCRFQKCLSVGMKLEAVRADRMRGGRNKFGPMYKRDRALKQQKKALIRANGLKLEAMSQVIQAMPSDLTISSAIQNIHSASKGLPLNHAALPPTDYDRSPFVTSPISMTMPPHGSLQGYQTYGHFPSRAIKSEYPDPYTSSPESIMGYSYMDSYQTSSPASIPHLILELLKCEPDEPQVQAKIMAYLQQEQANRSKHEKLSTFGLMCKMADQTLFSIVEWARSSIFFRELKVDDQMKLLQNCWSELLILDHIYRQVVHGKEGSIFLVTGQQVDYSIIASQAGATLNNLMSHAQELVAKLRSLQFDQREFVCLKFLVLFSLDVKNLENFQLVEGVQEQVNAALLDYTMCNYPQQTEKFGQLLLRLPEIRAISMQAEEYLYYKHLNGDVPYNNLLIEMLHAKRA
An asterisk follows results filed as active; ? = inconclusive; · = not tested or not shown.

SMILES	C8 TRAIL sens	SRC3 inh	LMP1 NFkB inh	TWEAK-Fn14 inh	TLR9-MyD88 block	SRC1 inh	COUP-TFII inh	SRC2 inh	NOD2 RIPK2 PPI	TROY NFkB inh	NR5A2 inv ag
Cc1cccc(NC(=O)c2csnn2)n1	-1	1	3	-30	9	-21	-22	6	-7	-22	0
O=C(OCC(=O)c1cccs1)c1ccc(NC(=O)c2ccco2)cc1	20	-7	-5	-30	8	-6	-6	-8	-4	-27	3
COc1ccccc1C(=O)NC(=S)/C=C1/N(C)c2ccccc2C1(C)C	35	24	28	27	-4	14	6	8	0	21	8
Cc1ccc(S(=O)(=O)N(C)C)cc1NC(=O)COC(=O)COc1ccc2c(c1)CCC2	-8	-2	3	-3	-5	-16	4	-4	1	3	-11
CCSc1nc2ccccc2n1CCOc1ccccc1	-10	-12	-6	-16	-2	-27	-8	-42	-3	-43	-53
COC(=O)C1=C(C)N=C2SC(C#N)=C(N)N2C1c1ccc(OC)cc1 (configuration not stated)	0	-7	3	22	-2	-13	-5	-26	5	6	1
COc1ccc2c(C)c(C(=O)N3CC[C@@H](N4CCC(O)CC4)[C@H](O)C3)oc2c1	12	-10	·	14	-5	-2	15	16	-10	4	-7
COc1ccc(S(=O)(=O)N2CCOC2CNC(=O)C(=O)NCCc2c[nH]c3ccccc23)cc1C (configuration not stated)	17	-7	-3	30	10	-2	2	-8	-3	22	9
CC1CCN(C(=O)COC(=O)CCC(=O)c2ccc(F)cc2)CC1	-10	-21	·	-14	·	-13	11	-13	-14	-4	7
Fc1ccc2cc(-c3ccccc3)ncc2c1	17	-72	-24	-13	-9	-59	-41	-50	-15	-60	-64
CCOc1ccc2nc3sc(C(=O)N4CCOCC4)c(N)c3cc2c1	-2	-19	20	11	3	-10	-12	-36	-3	7	-41
O=C(NCCc1ccccn1)c1cncc(Br)c1	-15	8	2	19	0	3	2	-39	-4	5	-11
CCOC(=O)CCc1c(C)nc(SCCN2CCCC2)c(C#N)c1C	-1	1	-2	-38	4	0	12	6	-19	8	-9
COc1ccc(NC(=O)Nc2ccc3c(c2)CC(=O)N([C@H](C)CO)C[C@@H](C)[C@H](CN(C)C(=O)Nc2ccccc2)O3)cc1	-6	28	-6	-6	4	-8	-8	-1	-8	-12	3
Cc1ccccc1NC(=S)NC(NC(=O)N(C)C)C(Cl)(Cl)Cl (configuration not stated)	11	7	-13	-3	-5	-18	-9	-5	9	-5	-23
Cc1cc(OC(C)C(=O)NCc2ccccn2)c2c(C)cc(=O)oc2c1 (configuration not stated)	9	-3	3	-11	-18	-9	-6	-7	-3	-3	6
CN(C)c1ccc(C(=S)N2CCCCCC2)cc1	2	-20	-10	-18	9	-11	1	16	-6	6	5
CC12CCC(C(=O)Nc3cc(Cl)ccc3Cl)(C(Br)C1=O)C2(C)C (configuration not stated)	0	16	-14	0	4	-10	10	-18	3	17	11
O=C(C/C=N/OCc1ccccc1F)c1cnc(-c2ccc(Cl)cc2)s1	-3	16	-6	-15	-4	-15	-5	-13	-5	3	-29
CCCN1C(=S)SC(C)(C)C1/[N+]([O-])=C/c1cccnc1 (configuration not stated)	-15	19	-9	-9	4	0	-10	20	-15	5	1
CC(C)(C)c1ccc(C(=O)NC(=S)Nc2nc3c(s2)CCCC3)cc1	36	38	5	82*	6	34	49*	45	-9	84*	11
N#CCCN(C(=O)CN1CCN(S(=O)(=O)c2ccc(Cl)s2)CC1)c1ccc(F)cc1	14	6	39	7	8	-5	-2	6	-4	-18	18
OCCN1CCN(c2cc(-c3ccc(CO)cc3)nc3ccnn23)CC1	-5	-1	·	11	·	-6	3	-10	-6	-2	-6
CCOC(=O)/C(C#N)=C\c1ccc(N2CCN(C)CC2)cc1	-2	-12	-2	-28	8	-113	8	-16	6	-44	-10
O=C(c1ccccc1)N1CC(COc2ccccc2)OC(c2cccnc2)O1 (configuration not stated)	3	8	-8	-41	-2	-21	-15	-7	6	-10	-3
CN(c1cccnc1)c1ncnc2[nH]ncc12	-11	-1	4	-10	-12	18	26	24	-5	-9	9
CCC(=O)N1N=C(c2ccc(NS(C)(=O)=O)cc2)CC1c1ccc(N(C)C)cc1 (configuration not stated)	-11	-44	-7	-33	0	-42	-20	-68	-9	-39	-27
O=C(Nc1ccccc1)Nc1nnc(Cc2ccc(F)cc2)s1	0	2	-13	-14	3	1	6	-5	3	-12	-1
COc1ccc(OC)c(C(=O)NC(CC(N)=O)c2ccc(NCc3ccccn3)c([N+](=O)[O-])c2)c1 (configuration not stated)	4	8	6	-5	-13	-4	-3	-21	-11	-3	-16
O=C(Nc1ccccc1)C1=C[C@H](c2csc3ccccc23)C[C@H](OCc2ccc(CO)cc2)O1	10	18	-12	24	9	-16	-6	17	-11	-10	20
Cc1ccc(CNC(=O)C2CCN(S(=O)(=O)N3CC(C)CC(C)C3)CC2)cc1 (configuration not stated)	20	-21	-4	7	6	-33	-12	-13	-10	-11	7
O=C(NCCc1ccccc1)C1CCN(C(=O)c2ccc([N+](=O)[O-])cc2)CC1	5	19	3	4	1	-9	1	2	-11	7	-10
CC(=O)N1CCN(S(=O)(=O)c2cccc(C(=O)NC3CCCC3)c2)CC1	15	-5	12	-1	-1	-13	8	-9	-4	-6	-10
CC(C)C(=O)Nc1nnc(SCC(=O)NCc2cccs2)s1	14	9	13	-3	-5	-6	2	3	-1	0	1
CS(=O)(=O)c1nc(S(=O)(=O)c2ccc(Cl)cc2)c(NCCN2CCOCC2)s1	-20	-1	9	16	-8	-3	-3	1	-4	-1	10
O=C(O)CCSc1nc2ccccc2s1	3	16	11	92*	-4	19	35	78*	-3	69*	-4
O=C(CN1C(=O)c2ccccc2C1=O)NCC(=O)OCC(=O)c1ccc(Br)cc1	6	22	-2	-3	6	4	-8	2	-8	14	0
CCN(C(=O)C1CCN(c2nc(-c3ccc(OC)cc3)no2)CC1)c1ccccc1	-13	-16	-11	-2	-4	-6	-11	-20	9	-2	-37
O=C(CSc1ncccn1)N/N=C/c1ccccc1[N+](=O)[O-]	0	6	-7	0	4	-12	-4	-38	2	-3	-4
COc1ccc(NC(=O)CN(C)C(=O)c2cccc(S(=O)(=O)Nc3ccccc3Cl)c2)cc1	-2	11	0	13	-5	-8	-10	-11	-4	11	6
O=S(=O)(NN=Cc1ccc(O)cc1O)c1cc(Cl)c(Cl)cc1Cl	-21	-53	-6	-17	0	-17	-16	-5	0	-50	-78
COc1ccc(C(=O)COC(=O)CNC(=O)c2ccc(Cl)cc2Cl)c(OC)c1	1	0	7	-2	8	-30	17	0	-2	-5	-3
Cc1ccc(S(=O)(=O)N2CCOCC2)cc1C(=O)OCC(=O)c1ccc(Br)cc1	-7	6	4	-3	5	10	0	-3	-6	12	-6
O=C1CN(C(=O)CSc2nnc(-c3ccccc3)n2Cc2ccc3c(c2)OCO3)c2ccccc2N1	7	20	3	-23	-8	13	-1	12	-9	13	24
Cc1cc(C)n(-c2ccc(C(=O)NCc3ccc(F)cc3)cc2)n1	8	6	-4	1	0	-1	6	24	3	-17	4
COc1ccc2c(-c3cnc(N4CCOCC4)nc3)c(-c3ccc(S(C)(=O)=O)cc3)sc2c1	-8	-6	-7	-26	-12	0	2	12	6	-2	-5
CCCOP(=O)(c1ccc(N(C)C)cc1)C(O)c1cccnc1 (configuration not stated)	-11	16	6	-4	-5	2	5	-6	0	-8	-5
N/C(Cc1ccc(Cl)cc1)=N\OC(=O)Cc1ccc([N+](=O)[O-])cc1	0	7	-23	-36	-1	7	20	3	5	23	-7
O=C(O)CCNS(=O)(=O)c1ccccc1	7	5	-1	-1	0	6	0	-4	-12	11	-21
CNC(=O)CSc1nc(-c2ccccc2)c(-c2ccccc2)o1	0	10	6	8	12	-3	11	13	1	-2	11
COc1cccc(/C=N/NC(=O)C(C)Sc2ccccc2)c1 (configuration not stated)	-10	9	2	-3	1	0	4	-13	-11	-20	-12
O=C1c2ccccc2NC(c2ccc(-c3cccs3)o2)N1O (configuration not stated)	42	-82	?	-20	5	-119	-33	-79	10	-90	-135
COC(=O)C1=C(C)Nc2nnnn2C1c1cc(OC)ccc1OC (configuration not stated)	-6	-13	-3	17	7	9	-16	-13	1	-4	0
COc1cccc(/C=N/NC(=O)c2cc3c(OC)c(OC)ccc3[nH]2)c1OC	-17	0	3	46	-2	0	7	-19	6	9	27
Cc1nn(-c2ccccc2)c(C)c1NC(=O)COC(=O)c1ccccc1	1	10	20	-6	-1	-17	0	-15	-2	8	23
Fc1ccc(-c2nnc3n2CCCCC3)cc1	27	24	4	15	·	12	10	-6	-17	-6	-3
CCOC(=O)C1(Cc2ccccc2)CCN(Cc2ccc(C3CCCCO3)s2)CC1 (configuration not stated)	-3	17	3	0	-9	12	-6	3	4	28	10
O=C(O)C1CCCN1S(=O)(=O)c1ccccc1 (configuration not stated)	4	-35	4	-7	-2	4	6	-13	-10	16	5
Cc1nn(-c2ccccc2)c(N)c1C1(O)C(=O)Nc2ccccc21 (configuration not stated)	-8	-2	2	3	2	2	1	15	-10	-12	6
O=C(COC(=O)c1cccc(S(=O)(=O)N2CCN(c3ccc(F)cc3)CC2)c1)NCC1CCCO1 (configuration not stated)	2	4	-3	11	3	12	-2	-10	3	3	11
O=C1CCC/C(=N/NC(=O)C2CCN(S(=O)(=O)c3cccs3)CC2)C1	-10	4	2	-2	-4	-6	-1	-5	-8	11	-17
CCc1cc2cc(C(=O)Nc3ccc(F)cc3)sc2s1	12	-72	-34	-22	1	-83	-32	-48	1	-43	-106
COc1cccc(COCC(O)CN2CCC(C(N)=O)CC2)c1 (configuration not stated)	1	26	-3	20	-12	4	-2	-4	-3	-11	-8

Complete entries, quoted from the list. Order of values: C8 TRAIL sens, SRC3 inh, LMP1 NFkB inh, TWEAK-Fn14 inh, TLR9-MyD88 block, SRC1 inh, COUP-TFII inh, SRC2 inh, NOD2 RIPK2 PPI, TROY NFkB inh, NR5A2 inv ag
`N/C(Cc1ccc(Cl)cc1)=N\OC(=O)Cc1ccc([N+](=O)[O-])cc1` reads 0, 7, -23, -36, -1, 7, 20, 3, 5, 23, -7
`Cc1nn(-c2ccccc2)c(C)c1NC(=O)COC(=O)c1ccccc1` reads 1, 10, 20, -6, -1, -17, 0, -15, -2, 8, 23
`COc1ccc(C(=O)COC(=O)CNC(=O)c2ccc(Cl)cc2Cl)c(OC)c1` reads 1, 0, 7, -2, 8, -30, 17, 0, -2, -5, -3

The list is partial. The share of hits here may be higher or lower than overall.
